Screening results as filed in PubChem BioAssay.
Tn6 DDE FP: inhibitors of Tn6 peptide binding to human fibrin DD(E) | P02675 | Fibrin DD(E) TRITC-Tn6 fluorescence polarization displacement | inhibition, % at 8.3 µM | actives 0.21% (n = 370,000) | AID 720509;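 active = inhibition above a per-campaign cutoff: mean of compounds within control limits plus 3 SD, cut at about 15% in these data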;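 note: 0% = median of all compound wells on the plate and 100% = blocking peptide control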
UHRF1 MBD2 ctr: UHRF1 methyl-DNA binding inhibition; inhibition, % at 4.4 µM; UHRF1 binding to methylated oligo, TR-FRET; actives 0.75% (n = 370,000); Q96T88; in the data active = inhibition above about 21%;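 note: UHRF1 SRA domain binding a hemimethylated CpG hairpin DNA probe; 0% = median of test compound wells and 100% = reference inhibitor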
HGIII-sPLA2 inh: Inhibits HGIII-sPLA2 liposome hydrolysis, primary screen; QFRET BODIPY PC-A2 liposome hydrolysis, fluorescence; actives 0.56% (n = 370,000); inhibition, % at 12.2 µM; Q9NZ20;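 active = inhibition above mean plus 3 SD of compounds lying within the high and low control bounds, cut at about 19% in these data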;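 note: 0% = median of test compound wells and 100% = no enzyme DMSO wells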
PLCg1 inh: PLC-gamma1 (human) inhibition, primary screen; purified PLC-gamma1, fluorogenic substrate, fluorescence; P19174; AID 720700; inhibition, % at 12.2 µM; actives 0.84% (n = 370,000); in the data active = inhibition above about 9.5%
KLK7 zymogen act: proKLK7 (human) activation, primary screen; P49862; purified proKLK7, EDANS-DABCYL substrate fluorescence; 100% is mature enzyme control, 0% vehicle; activation, % at 7 µM; actives 0.9% (n = 370,000); AID 652039;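 active = activation above the mean of all tested compounds plus 3 SD, computed per campaign excluding outliers beyond control limits, cut at about 13% in these data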
Target sequence (P49862 whole entry, looked up): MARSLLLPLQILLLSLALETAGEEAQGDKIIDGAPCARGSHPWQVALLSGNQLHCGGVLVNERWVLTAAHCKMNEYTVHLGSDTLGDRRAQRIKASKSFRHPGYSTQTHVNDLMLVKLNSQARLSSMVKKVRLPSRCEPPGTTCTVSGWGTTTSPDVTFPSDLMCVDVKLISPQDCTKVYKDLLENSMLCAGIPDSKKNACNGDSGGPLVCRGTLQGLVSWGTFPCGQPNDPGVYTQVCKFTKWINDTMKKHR
PLC-beta3 inh: PLC-beta3 (human) inhibition, primary screen; actives 0.18% (n = 370,000); Purified PLC-beta3, fluorogenic substrate, fluorescence; AID 720704; inhibition, % at 12.2 µM; in the data active = inhibition above about 11%;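 note: 0% = median of compound wells on plate and 100% = full blocker control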
ASAP1 GAP inh: ASAP1 ArfGAP inhibition; inhibition, % at 16.5 µM; ASAP1-stimulated ARF1 GTP hydrolysis, GDP FP detection; actives 0.19% (n = 360,000); Q9ULH1; in the data active = inhibition above about 25%;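 note: 0% = vehicle with enzyme and substrate and 100% = no enzyme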
NR1D1 modulator: modulates human Rev-erb alpha binding to DNA; actives 0.79% (n = 370,000); activity, % at 10 µM; P20393; Rev-erbα–FITC-DNA binding, fluorescence polarization, 90 min;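 active = activity above about 14%, limit read from the data; passing the limit was not always enough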;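 note: 0% = DMSO wells with 35 nM protein and 100% = DMSO wells with 750 nM protein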
Target sequence (P20393 whole entry, looked up): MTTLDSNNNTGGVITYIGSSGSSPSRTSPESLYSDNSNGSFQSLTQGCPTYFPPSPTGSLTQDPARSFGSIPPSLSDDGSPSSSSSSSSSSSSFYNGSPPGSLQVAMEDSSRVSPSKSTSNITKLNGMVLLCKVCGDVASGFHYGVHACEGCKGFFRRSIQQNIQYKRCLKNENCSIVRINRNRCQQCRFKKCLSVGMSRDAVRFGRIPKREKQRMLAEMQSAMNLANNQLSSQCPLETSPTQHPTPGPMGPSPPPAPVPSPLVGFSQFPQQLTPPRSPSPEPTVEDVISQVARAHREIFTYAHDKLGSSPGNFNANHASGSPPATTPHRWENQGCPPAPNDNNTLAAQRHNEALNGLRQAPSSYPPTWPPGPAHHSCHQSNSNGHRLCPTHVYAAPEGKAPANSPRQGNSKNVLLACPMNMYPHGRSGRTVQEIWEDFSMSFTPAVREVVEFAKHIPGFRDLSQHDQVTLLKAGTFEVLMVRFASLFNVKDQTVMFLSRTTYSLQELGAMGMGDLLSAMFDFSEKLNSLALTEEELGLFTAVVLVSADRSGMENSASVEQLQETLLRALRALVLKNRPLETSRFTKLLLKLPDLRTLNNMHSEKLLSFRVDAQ
DDE Tn7 FP inh: disrupts Tn7 cyclic peptide binding to fibrin D-Dimer-E complex. P02675. FP displacement of FITC-Tn7 peptide from fibrin DD(E); 0% = median of compound wells per plate. inhibition, % at 8.3 µM. actives 0.13% (n = 370,000);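 active = inhibition above the mean of compounds falling within the control limits plus 3 SD of them, cut at about 14% in these data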;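 note: 0% = plate median of compound wells and 100% = 10 µM Aha-Tn7 peptide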
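Test system – human fibrin DD(E) · Times – 10 min preincubation, 3 h with tracer, room temperature · Detection – fluorescence polarization of the labelled Tn7 tracer · Measure – percent inhibition normalized to high-control wells · Benchmarks – high control wells with 10 µM unlabelled Aha-Tn7 peptide (full inhibition) · Repeats – singlicate testing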
ARFGAP1 inh: rat ARFGAP1 inhibition; inhibition, % at 16.5 µM; Q62848; actives 0.26% (n = 360,000); Arfgap1-stimulated ARF1 GTP hydrolysis, GDP FP detection;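 active = inhibition above a per-plate limit, mean inhibition of low control wells plus 3 SD, cut at about 25% in these data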;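 note: 0% = DMSO wells with enzyme and 100% = wells lacking Arfgap1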
Target sequence (Q62848 1-136 limits assumed): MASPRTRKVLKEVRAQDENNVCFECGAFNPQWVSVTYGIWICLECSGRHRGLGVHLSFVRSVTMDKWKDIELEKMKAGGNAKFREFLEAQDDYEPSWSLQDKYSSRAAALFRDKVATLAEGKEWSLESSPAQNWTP
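system = rat Arfgap1 catalytic domain, aa 1-136 | technique = FP, GDP Alexa 633 tracer displaced from anti-GDP antibody, 620/688 nm | compound = one concentration, 16.5 µM, DMSO 1.26% | medium = HEPES-based buffer, pH 7.5 | timing = compound-enzyme preincubation 20 min, reaction 120 min, detection 60 min, 25 °C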
Starred values were filed as active, the others as inactive; i = inactive; . = no result given; & = joins results of further samples. Compounds were not picked by outcome; about 4.5% have a hit in one of these screens.

structure,ARFGAP1 inh,ASAP1 GAP inh,NR1D1 modulator,PLCg1 inh,KLK7 zymogen act,HGIII-sPLA2 inh,Tn6 DDE FP,DDE Tn7 FP inh,UHRF1 MBD2 ctr,PLC-beta3 inh
CC1C(=O)N(Cc2cn(Cc3ccco3)nn2)CCS(=O)(=O)N1Cc1ccc(-c2ccc(F)cc2Cl)cc1 (configuration not stated),3,-7,2,-3,0.0,-28,4,5,-2,-2
CC1(C(=O)NS(=O)(=O)c2ccc(F)cc2F)CCN1C(=O)CC1CCCC1 (configuration not stated),9,10,1,2,-0.1,17,2,-6,4,4
CC(C)c1ccc(OCC(O)CN2CCN(c3ccccc3)CC2)cc1 (configuration not stated),-3&0,-12&8,-1&4,-3&1,-0.1&0.0,1&-3,-1&4,-1&-2,7&5,2&-3
Cc1ccc(S(=O)(=O)NCC(=O)OC(C)C(=O)NC2CCCCC2C)cc1C (configuration not stated),-1,9,0,3,0.3,-2,0,-1,0,-5
CN1CC(=O)N(CC(=O)NCc2ccc3c(c2)OCO3)C1=O,-2,6,2,3,0.7,1,1,6,1,4
Cc1cc(C)cc(N=C2SC(CC(=O)Nc3ccccc3)C(=O)N2CCN2CCOCC2)c1 (configuration not stated),-2,0,2,3,0.6,-34,7,4,-4,0
COc1ccc(CNCCC2(C(C)C)CCOC(C)(C)C2)cc1 (configuration not stated),3,-3,0,3,0.4,-7,-4,7,-1,0
O=C1C2C3CC4C5C3C1C5C1(SCCS1)C42 (configuration not stated),10,5,-5,-2,0.6,-10,0,-2,-1,1
Cc1ccc(NS(=O)(=O)c2cccc(C(=O)NC3CCN(Cc4ccccc4)CC3)c2)cc1,-4,14,-3,1,-1.1,-39,-4,-4,0,-2
CC(C)(C)N(Cc1ccccc1)C(=O)COc1cccnc1[N+](=O)[O-],11,1,-1,-2,0.0,0,-6,4,1,-5
CCNc1ccc(S(=O)(=O)N(C)C)cc1[N+](=O)[O-],5,0,2,3,0.2,3,0,-12,-4,-3
CCCNC(=O)CNC(=S)N(Cc1ccccc1F)C1CCCCC1,1,1,-3,0,-0.4,10,-2,2,2,-6
Cc1ccc(-c2cc(C(=O)NCCc3ccc(S(N)(=O)=O)cc3)c3ccccc3n2)cc1,14,8,11,-53,-1.7,-13,-3,4,0,-61
COc1ccc(CC(=O)OC(C)C(=O)c2ccc(C)cc2)cc1 (configuration not stated),24,3,1,2,-0.3,-3,-5,-3,0,-6
CN(C)c1ccc(-c2nc3ccccc3n2C)cc1,9,-1,-7,-105,-3.1,5,-1,4,-3,-154
O=C(O)c1ccc(-c2ncc[nH]2)cc1,-4,0,-4,-2,-0.2,10,-3,7,0,-5
Cc1ccc(C2N(c3ccccc3)C(=S)N3CCCN23)cc1 (configuration not stated),-15,6,-4,-3,0.1,-1,15,2,4,4
CCOC(=O)c1cc(NC(=O)SCC(=O)O)c(C)nc1C,-8,-3,-6,-7,0.2,-7,10,2,-1,-4
Cc1cccc(C)c1NC(=O)C(C1CC1)n1c(=O)c(-c2ccco2)nc2ccccc21 (configuration not stated),9,7,-2,-105,2.9,-2,2,5,-5,-130
Cc1ccc([N+](=O)[O-])cc1S(=O)(=O)N1CCCC1,-6,11,1,2,0.1,8,2,2,-4,1
Cc1cccc(NC(=O)Cn2nnc(C(=O)NCc3cccs3)c2N)c1C,-3,13,-8,1,0.3,7,7,8,-3,2
O=C1/C(=C\c2cccs2)SC(=S)N1C1CCS(=O)(=O)C1 (configuration not stated),2,9,-4,9.8*,0.5,6,-8,-11,-1,0
O=[N+]([O-])c1ccc(Nc2ccc(Cl)cc2)nc1,7,2,4,-18,-0.3,-3,2,-5,-2,-20
Cc1ccc(-n2ncc3c(=O)n(CC(=O)NC4CCCCC4)cnc32)cc1,-1,-3,8,0,0.0,1,4,-8,1,-2

Records listed above marked active in PLCg1 inh.
structure	ARFGAP1 inh	ASAP1 GAP inh	NR1D1 modulator	PLCg1 inh	KLK7 zymogen act	HGIII-sPLA2 inh	Tn6 DDE FP	UHRF1 MBD2 ctr	PLC-beta3 inh
O=C1/C(=C\c2cccs2)SC(=S)N1C1CCS(=O)(=O)C1 (configuration not stated)	2	9	-4	9.8*	0.5	6	-8	-1	0

(further entries)
structure,ARFGAP1 inh,ASAP1 GAP inh,NR1D1 modulator,PLCg1 inh,KLK7 zymogen act,HGIII-sPLA2 inh,Tn6 DDE FP,DDE Tn7 FP inh,UHRF1 MBD2 ctr,PLC-beta3 inh
CCC(C)NC(=O)C1CCN(S(=O)(=O)c2ccc3c(c2)CC(C)N3C(C)=O)CC1 (configuration not stated),11,7,-5,0,0.0,4,4,1,-1,5
Cc1c(Br)c(C(=O)N2CCc3ccccc32)nn1C,1,4,2,-2,0.2,5,6,0,3,2
CC(NC(=O)Cc1ccsc1)c1ccc(Cl)cc1Cl (configuration not stated),1,4,5,2,-0.4,-2,-1,-3,1,-4
COc1ccc(CCNC(=O)C2CCN(S(=O)(=O)c3cccs3)CC2)cc1OC,5,7,2,8,0.0,4,-5,1,3,1
CN(c1ccc(C(=O)N2CCN(Cc3ccc4c(c3)OCO4)CC2)cc1)S(C)(=O)=O,-4,2,-1,-2,-0.3,1,-1,6,-4,4
CC1CC(=O)NN=C1c1ccc(NCCO)c([N+](=O)[O-])c1 (configuration not stated),-1,-3,7,2,0.4,-1,2,0,-20,3
COc1cccc(C(=O)N2C(C(=O)O)CSC2c2ccccc2Cl)c1 (configuration not stated),-6,4,-3,1,0.1,1,4,-1,1,1
O=C1OC(Nc2nccs2)c2ccccc21 (configuration not stated),6,1,-5,4,-0.2,3,-5,-1,3,-1
O=C(CCc1nnc(C2CCCCC2)o1)N1CCN(Cc2ccccc2)CC1,1,12,1,0,-0.5,-1,2,-3,-1,0
COc1ccc(OC)c(N(CC(=O)Nc2ccc3c(c2)OCCO3)S(C)(=O)=O)c1,0,6,5,1,-0.6,-4,-3,-7,4,0
CC(C)=CC(=O)OCc1csc(CC(=O)Nc2ccccc2C)n1,6,-1,-4,-1,-0.8,-28,-9,-4,-2,-12
Cc1ccnc(NC(=O)c2cc(F)c(F)cc2Cl)n1,10,1,-2,3,0.1,-2,-6,-3,0,4
CCOc1ccc(OCCCC(=O)ON=C(N)c2ccccc2Cl)cc1,-6,-12,2,-2,-0.4,12,2,3,7,-9
O=C(CSc1ncn[nH]1)Nc1c(F)cc(F)cc1Br,-1,12,1,-2,-0.5,-9,-1,4,-1,3
O=C(Nc1ccccc1)C1=C[C@@H](C2CC2)C[C@@H](OCc2ccc(CO)cc2)O1,-8,-11,-1,-1,0.2,-9,-1,2,0,3
COc1ccc(CN(C(=O)c2cccs2)C(C(=O)NC2CCCCC2)c2ccc3ncccc3c2)cc1 (configuration not stated),3,1,3,0,0.3,-8,-2,-1,-3,0
CC(=O)N1N=C(C)CC1c1ccc(O)cc1 (configuration not stated),-16,6,0,5,0.1,5,-3,-3,6,2
N#CCCN(C(=O)COC(=O)c1ccc2c(c1)NC(=O)CS2)c1ccc2c(c1)OCCO2,-2,18,-6,-2,-0.4,-2,9,-1,1,-2
C[C@@]12CCC=C[C@H]1[C@H](c1ccc3ccccc3c1/C=C/c1ccccc1)N(Cc1ccccc1)C2=O,0,-14,2,0,0.0,-2,8,0,-2,3
COC(=O)c1ccc(CSc2ncnc3sc(C)c(C)c23)o1,-2,6,10,-5,0.4,-2,2,-3,-3,-4
N#Cc1ccccc1Cn1c(=O)n(Cc2ccc(C(=O)NCc3ccco3)cc2)c(=O)c2sccc21,-12,5,.,-2,0.3,10,7,0,1,-7
COc1ccc(C(C)C)cc1-c1cc(C(=O)NCc2cc(C(F)(F)F)cc(C(F)(F)F)c2)[nH]n1,4,4,-4,-2,0.4,-4,-3,4,-2,0
Cc1ccc(NS(=O)(=O)c2ccc3c(c2)CCN3C(=O)CCC(=O)O)cc1Cl,-4,-3,-7,2,-0.2,-11,4,4,0,-6
CCCCNc1c(-c2ccc(-c3ccc(OC)cc3)c(OC)c2)nc2ccccn12,5,1,-1,i,-73,11,0,10,-1,i
O=C(OCN1C(=O)c2ccccc2C1=O)c1ccco1,3,-3,-3,-2,0.0,-1,-2,0,-2,1
C[C@H](CCC(=O)O)[C@H]1CC[C@H]2[C@@H]3C(=O)C[C@@H]4CC(=O)CC[C@]4(C)[C@H]3CC(=O)[C@]12C,-2,14,9,7,1.1,7,4,3,1,-2
CCOC(=O)C1=C(C(=O)OCC)C2N(Cc3ccc(C#N)cc3)c3ccccc3[C@@]23C[C@@H](C(=O)OC)N(S(=O)(=O)c2ccc(OC)cc2)C3=N1 (some centres not stated),-2,-4,-1,3,-0.1,-1,-7,-5,-2,5
CC(C)Cc1ccc(CN2CCCC(NC(=O)Cn3cnnn3)C2)cc1 (configuration not stated),2,-7,7,1,0.8,-1,6,0,6,-1

Reformatted with two lines to a compound: entries from further up.
Each structure is followed by: ARFGAP1 inh | ASAP1 GAP inh | NR1D1 modulator | PLCg1 inh | KLK7 zymogen act | HGIII-sPLA2 inh | Tn6 DDE FP | DDE Tn7 FP inh | UHRF1 MBD2 ctr | PLC-beta3 inh
> C[C@H](CCC(=O)O)[C@H]1CC[C@H]2[C@@H]3C(=O)C[C@@H]4CC(=O)CC[C@]4(C)[C@H]3CC(=O)[C@]12C
    -2 | 14 | 9 | 7 | 1.1 | 7 | 4 | 3 | 1 | -2
> CCOC(=O)C1=C(C(=O)OCC)C2N(Cc3ccc(C#N)cc3)c3ccccc3[C@@]23C[C@@H](C(=O)OC)N(S(=O)(=O)c2ccc(OC)cc2)C3=N1 (some centres not stated)
    -2 | -4 | -1 | 3 | -0.1 | -1 | -7 | -5 | -2 | 5
